# TIM10 inh: TIM10 yeast growth inhibition; S. cerevisiae TIM10 strain growth, BacTiter-Glo luminescence, 24 h; inhibition, % at 10 µM; 1.4% of 330,000 active; AID 463195;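 active = inhibition of 40% or more at the single tested concentration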;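 note: wild-type TIM10 isogenic control strain grown at permissive 25 °C; 0% = DMSO yeast wells and 100% = minimal medium wells without yeast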
# ATG4B inh: inhibitors of human ATG4B cysteine protease. Q9Y4P1. ATG4B cleavage of LC3-PLA2, NBD-HPC fluorescence, 1 h. inhibition, % at 8.33 µM. 0.51% of 340,000 active. AID 504462; in the data active = inhibition above about 40%
# Target sequence (Q9Y4P1 whole entry, looked up): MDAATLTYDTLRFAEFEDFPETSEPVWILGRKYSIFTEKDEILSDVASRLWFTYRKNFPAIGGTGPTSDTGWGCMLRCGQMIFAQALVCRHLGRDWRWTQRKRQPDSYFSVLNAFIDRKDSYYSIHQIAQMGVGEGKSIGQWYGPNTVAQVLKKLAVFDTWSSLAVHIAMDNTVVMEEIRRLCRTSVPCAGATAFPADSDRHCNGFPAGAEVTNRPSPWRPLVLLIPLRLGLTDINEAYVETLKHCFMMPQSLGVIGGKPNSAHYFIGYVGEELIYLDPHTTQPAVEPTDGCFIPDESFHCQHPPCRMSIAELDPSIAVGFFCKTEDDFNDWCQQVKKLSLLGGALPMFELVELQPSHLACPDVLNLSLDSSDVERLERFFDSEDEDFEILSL
# mIAP inh: mouse IAP inhibition; purified mouse IAP, CDP-Star luminescence, 30 min; inhibition, % at 10 µM; 0.2% of 330,000 active; AID 2806;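 active = inhibition of at least 40% at 10 µM in the primary screen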;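 note: plate controls were DMSO with enzyme for no effect and no enzyme wells for full effect; values of inactives mirror those of a sister screen read the other way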
# Apaf-1 inh: blocks human Apaf-1 apoptosome activity | O14727 | reconstituted apoptosome caspase-3 activity, DEVD-Rh110 fluorescence | inhibition, % at 20 µM | 0.71% of 330,000 active | AID 489030; active = inhibition of at least 40% at 20 µM;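 note: plate controls were DMSO wells for no effect and DEVD-CHO caspase inhibitor wells for full effect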
#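 Medium: Hepes buffer, pH 7.5 / System: biochemical Apaf-1 apoptosome reconstitution / Measured by: Rh110 fluorescence, excitation 480 nm, emission 540 nm / Times: compound with Apaf-1, dATP, procaspase-3 30 min, then 50 min reaction, room temperature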
# tim10-1 inh: growth inhibitors of tim10-1 mutant yeast | S. cerevisiae tim10-1 ts strain growth, BacTiter-Glo, 24 h | inhibition, % at 20 µM | 2.2% of 330,000 active;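 active = inhibition of at least 40%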;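 note: mutant grown at 25 °C; 0% = DMSO wells with yeast and 100% = wells holding no yeast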
# mIAP act: increases mouse intestinal alkaline phosphatase activity; muIAP, CDP-Star luminescence, 30 min; active compounds read high; 1 = vehicle-only enzyme signal, 0 = enzyme-free wells; activation factor at 10 µM; 0.24% of 330,000 active; AID 2805;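 active = activation factor of at least 2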; note: the source names both 10 and 20 µM as test concentration; values of inactives mirror those of a sister screen read the other way
#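 Assay system: mouse IAP enzyme; reagent: chemiluminescent substrate CDP-Star; dosing: test compounds delivered from DMSO solution; schedule: 30 min at room temperature; measured by: luminescence from enzymatic CDP-Star hydrolysis; controls: DMSO-only wells and no-enzyme negative control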
# NLRP3 yeast inh: inhibitors of NALP3 inflammasome in yeast; Yeast reconstituted NLRP3/ASC/caspase-1, beta-gal luminescence, 24 h; inhibition, % at 10 µM; 0.39% of 330,000 active; AID 2825;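 active = inhibition of 50% or more; inactive = inhibition below 50%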;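 note: plate controls were induced DMSO wells for no effect and uninduced yeast grown without galactose for full effect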
# hIAP activ: human IAP activation; P09923; purified human IAP, CDP-Star luminescence, 30 min; active compounds read high; 1 = vehicle-only enzyme, 0 = enzyme-free background; activation factor at 10 µM; 0.16% of 330,000 active; AID 2524;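 active = activation factor of the enzyme at least 2-fold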; note: the source names both 10 and 20 µM as test concentration; values of inactives mirror those of a sister screen read the other way
# Target sequence (P09923 whole entry, looked up): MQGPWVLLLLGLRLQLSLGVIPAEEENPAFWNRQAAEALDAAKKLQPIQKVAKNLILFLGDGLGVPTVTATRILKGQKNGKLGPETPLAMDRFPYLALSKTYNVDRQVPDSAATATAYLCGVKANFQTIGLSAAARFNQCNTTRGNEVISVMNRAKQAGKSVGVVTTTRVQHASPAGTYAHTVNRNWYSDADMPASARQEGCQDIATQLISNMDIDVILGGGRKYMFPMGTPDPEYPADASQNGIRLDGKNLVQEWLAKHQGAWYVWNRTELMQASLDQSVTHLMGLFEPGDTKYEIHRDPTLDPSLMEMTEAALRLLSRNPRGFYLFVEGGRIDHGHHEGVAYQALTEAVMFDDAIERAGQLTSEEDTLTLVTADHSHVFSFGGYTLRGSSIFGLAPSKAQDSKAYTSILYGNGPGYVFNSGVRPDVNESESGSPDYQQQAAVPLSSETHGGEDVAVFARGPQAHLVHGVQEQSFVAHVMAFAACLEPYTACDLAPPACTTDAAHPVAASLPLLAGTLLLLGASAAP
# hIAP block: human IAP inhibition; P09923; purified IAP, CDP-Star luminescence, 30 min; inhibition, % at 10 µM; 0.12% of 330,000 active; AID 2544;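 active = inhibition reaching a set limit with compound at 10 µM in the primary screen, cut at about 35% in these data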;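 note: plate controls were DMSO wells with enzyme for no effect and no-enzyme buffer wells for full effect; values of inactives mirror those of a sister screen read the other way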
# Starred values were filed as active, the others as inactive; / = no result given.
nr	structure	TIM10 inh	ATG4B inh	mIAP inh	Apaf-1 inh	tim10-1 inh	mIAP act	NLRP3 yeast inh	hIAP activ	hIAP block
1	O=[N+]([O-])c1cc(C(F)(F)F)cc([N+](=O)[O-])c1N1CCCNCC1	-9	4	9	7	0	0.91	24	1	-2
2	COc1ccc(NC(=O)C2CCCN(S(=O)(=O)c3cccc4cccnc34)C2)cc1 (centres undefined)	3	2	10	-6	5	0.91	12	1.1	-11
3	O=C(Nc1ccc(Cl)c(Cl)c1)Nc1ccc([N+](=O)[O-])cn1	-18	-4	-5	3	-3	1	11	0.8	20
4	O=C(Cc1ccccc1)N/N=C/c1ccc(OCC(=O)Nc2ccccc2)cc1	10	-18	1	13	1	0.99	-4	0.93	7
5	CCN1C(=O)CSC1=NC12CC3CC(CC(C3)C1)C2	-3	-14	-1	-2	16	1	12	1.8	-84
6	O=C(N/N=C/c1ccco1)c1[nH]ncc1Br	-6	/	11	-8	-6	0.89	1	1.5	-46
7	O=C(c1ccc([N+](=O)[O-])cc1)N1CCC(n2nnc3cc(F)ccc32)CC1	7	-8	0	-3	6	1	23	0.93	7
8	COc1ccc(Br)cc1C(=O)Nc1ccc(C(=O)O)cc1	-6	-1	-6	-3	-4	1.1	32	0.91	9
9	Cc1ccc(S(=O)(=O)C2(C(=O)Nc3cccc(F)c3)CC2)cc1	11	-4	1	9	23	0.99	34	0.94	6
10	O=C(NCc1ccc2c(c1)OCO2)C(C(=O)c1ccccc1)n1cc(Cl)ccc1=O (centres undefined)	2	7	13	4	14	0.87	14	0.8	20
11	NC(=O)C1CCN(C(=O)c2ccccc2CCc2ccccc2)CC1	-7	-1	12	-4	-19	0.88	-1	1.1	-6
12	CN(CC(=O)Nc1ccccc1Cl)C(=O)COc1cccc2c1OC(C)(C)C2	-3	-5	0	6	17	0.99	20	1	-4
13	COC(=O)c1cn[nH]c1NC(=S)Nc1ccc(Cl)c(Cl)c1	18	2	20	-6	28	0.8	9	0.95	5
14	O=C1Nc2ccc(Cl)cc2C12OCCCO2	3	0	2	2	14	0.98	11	1.2	-16
15	CCOc1ccc(NS(=O)(=O)c2ccc(NC(=S)NC(=O)C(C)C)cc2)cc1	-11	-16	6	7	22	0.94	28	1.1	-11
16	C[C@H](NC(=O)OCc1ccccc1)c1nnc([C@H](C)NC(=O)OCc2ccccc2)o1	8	-13	-1	2	9	1	5	0.95	5
17	Cc1cc(C)cc(OC(=O)N2CCOCC2)c1	7	-4	3	0	9	0.97	6	0.99	1
18	Cc1ccc(S(=O)(=O)N2CCOCC2)cc1C(=O)NCC1CCCO1 (centres undefined)	9	-2	-10	13	19	1.1	4	1	-1
19	Cc1cccc(Cn2c(C)nc3ccc([N+](=O)[O-])cc3c2=O)c1	5	1	6	17	-6	0.94	-15	1.1	-10
20	C[C@H](NC(=O)c1nc[nH]c1C(=O)N1CCN(C(=O)OC(C)(C)C)CC1)C(=O)OC(C)(C)C	0	-9	-2	6	10	1	4	1.3	-32
21	S=C(NCc1ccccc1)Nc1ccc(Oc2ccccc2)cc1	32	57*	-277	26	12	3.8*	39	1.1	-12
22	CN(C)S(=O)(=O)c1ccc(C(=O)Nc2nnc(SCc3ccccc3)s2)cc1	-1	4	5	-2	13	0.95	4	0.86	14
23	O=C(CN1CCCC1=O)NC1CCCc2c1cnn2-c1cc(F)cc(F)c1 (centres undefined)	4	2	4	9	-6	0.96	3	0.98	2
24	C=CCNc1sc(C(=O)c2ccc(Br)s2)c(N)c1C#N	-8	0	8	-8	18	0.92	14	0.88	12
25	O=C(Cn1cnc2cc([N+](=O)[O-])ccc2c1=O)Nc1cccc(S(=O)(=O)N2CCOCC2)c1	6	-19	8	-9	-7	0.92	14	0.9	10
26	S=C(NCc1ccccc1)N1CCn2cccc2C1c1ccncc1 (centres undefined)	7	5	-6	1	18	1.1	11	1	-3
27	CCn1c(=N)n(CC(=O)c2ccc(Br)s2)c2ccccc21	-15	2	-3	13	5	1	9	1	-2
28	Cc1nc2ccccc2cc1OCc1ccc(F)cc1	-5	3	3	13	41*	0.97	10	0.92	8
29	CC(C)(C)OC(=O)C[C@@H]1C/C=C\C[C@H](CC(=O)N[C@H](CO)Cc2ccccc2)C(=O)N[C@@H](Cc2c[nH]c3ccccc23)COC1=O	-3	-8	-14	23	14	1.1	25	1.1	-12
30	COc1cc(/C=C/C(=O)Nc2ccc3[nH]c(=O)[nH]c3c2)cc(OC)c1OC	16	-30	0	-31	7	1	-7	0.81	19

# Profiles from above.
# COc1ccc(Br)cc1C(=O)Nc1ccc(C(=O)O)cc1 is listed as TIM10 inh: -6; ATG4B inh: -1; mIAP inh: -6; Apaf-1 inh: -3; tim10-1 inh: -4; mIAP act: 1.1; NLRP3 yeast inh: 32; hIAP activ: 0.91; hIAP block: 9
# Cc1ccc(S(=O)(=O)N2CCOCC2)cc1C(=O)NCC1CCCO1 (centres undefined) is listed as TIM10 inh: 9; ATG4B inh: -2; mIAP inh: -10; Apaf-1 inh: 13; tim10-1 inh: 19; mIAP act: 1.1; NLRP3 yeast inh: 4; hIAP activ: 1; hIAP block: -1

# Structures listed so far marked active in mIAP act:
no.	SMILES	ATG4B inh	mIAP inh	mIAP act	NLRP3 yeast inh	hIAP activ	hIAP block
21	S=C(NCc1ccccc1)Nc1ccc(Oc2ccccc2)cc1	57*	-277	3.8*	39	1.1	-12

# (continued)
nr	structure	TIM10 inh	ATG4B inh	mIAP inh	Apaf-1 inh	tim10-1 inh	mIAP act	NLRP3 yeast inh	hIAP activ	hIAP block
31	CCOC(=O)C(=O)N/N=C/c1ccc(F)cc1	-2	-6	16	-10	11	0.84	26	0.98	2
32	Cc1cc(OCCN2CC(C)OC(C)C2)ccc1[N+](=O)[O-] (centres undefined)	-5	11	-5	-24	5	1.1	11	0.87	13
33	CCOc1cc(CNCCO)c(Cl)cc1OCC(=O)NCCc1ccccc1	14	-3	8	3	16	0.92	1	1.2	-16
34	CC(C)(C)NC(=O)c1nc2ccccc2s1	-33	7	-5	-4	3	1.1	23	1.1	-7
35	Cc1cc[n+](C2=C([O-])c3ccccc3C(=O)/C2=N\S(=O)(=O)c2cccs2)cc1C	1	-8	12	31	13	0.88	15	0.84	16
36	Cc1nc2ccc(S(=O)(=O)NCC(=O)N3CCc4ccccc4C3)cc2s1	13	-10	10	3	19	0.9	10	1.1	-6
37	CN(C(=O)c1cc2sccc2n1C)C1CCCCC1	8	-6	-4	13	18	1	16	1.2	-16
38	COCc1nc2ccccc2n1Cc1ccccc1C	9	-23	-3	-4	26	1	-47	1.1	-13
39	Nc1nc(C(=O)N2CCOCC2)nn1S(=O)(=O)c1ccc(Cl)cc1	-2	-3	-3	3	10	1	5	0.99	1
40	Cc1nnc(SCc2ccc(C(=O)c3ccc(Cl)cc3)o2)n1-c1ccccc1	7	-5	3	8	25	0.97	13	1	-1
41	CN(CC(=O)Nc1nccs1)S(=O)(=O)c1ccc(F)cc1	10	-4	0	-7	5	1	-1	0.9	10
42	CCOC(=O)CSc1nc(-c2ccccc2)nc2c1oc1ccccc12	12	-3	11	8	21	0.89	13	0.87	13
43	COc1ccc(S(=O)(=O)N2CCOC23CCN(S(=O)(=O)c2cccs2)CC3)cc1	-2	-2	0	18	4	1	26	1	-1
44	CC(=O)Nc1ccc(C(=O)OCC(=O)NCc2ccc(Cl)cc2)cc1	4	/	-8	4	3	1.1	-3	1.1	-5
45	Cc1c(CC(=O)N[C@H](C(=O)O)C(C)C)c(=O)oc2cc3c(cc12)CCC(C)(C)O3	-12	2	-10	6	16	1.1	7	0.97	3
46	O=C(NCc1ccco1)c1cnc2ccccn2c1=O	-7	-3	4	-1	12	0.96	24	0.86	14
47	CC(C)Cc1nnc(NC(=O)C2CC(=O)N(c3ccc4c(c3)OCCO4)C2)s1 (centres undefined)	14	3	-8	6	9	1.1	6	0.92	8
48	N#Cc1c(-c2ccc(Cl)cc2)nc2n(c1=O)CCCS2	31	0	2	-4	10	0.98	2	0.95	5
49	CCCCCN(C(=O)CCC(=O)OCc1cc(C(C)=O)ccc1OC)c1c(N)n(CCCC)c(=O)[nH]c1=O	-8	-5	4	2	-7	0.96	10	1.1	-6
50	CC(=O)c1c(N2CCN(C)CC2)[nH]c(-c2ccccc2)nc1=S	-9	-20	4	0	9	0.96	11	1	-2
51	COC(=O)c1ccc(NC(=O)Cn2nc(C)cc2C)cc1	-13	-10	1	-12	2	0.99	5	1	-3
52	O=C(O)COc1ccccc1/C=N/NC(=O)CSc1nc2ccccc2c(=O)n1-c1ccc(Cl)cc1	14	8	10	4	20	0.91	-3	1.1	-7
53	Fc1cccc(COc2ccccc2C(=S)N2CCCC2)c1	32	-3	5	9	32	0.95	9	0.94	6
54	O=C(NCC(c1cccs1)N1CCOCC1)c1cc(-c2ccccn2)nc2ccccc12 (centres undefined)	17	3	-16	-8	18	1.2	11	1	-3
55	O=c1c2ccc(Cl)cc2nc2n1CC/C2=C\c1cccc(O)c1	8	-21	6	12	4	0.94	18	0.89	11
56	CCSc1nnc(NC(=O)CSc2nc3c(c(=O)n2CC)SC(C)C3)s1 (centres undefined)	1	-4	0	10	-11	0.99	10	1.9	-91
57	Cc1ccc(C)c2[nH]c(=O)c(CCNC(=O)c3ccc(Br)o3)cc12	31	-6	8	-3	13	0.92	5	1	0

# Structures above that have two or more sulfur atoms (eight):
nr	structure	TIM10 inh	ATG4B inh	mIAP inh	Apaf-1 inh	tim10-1 inh	mIAP act	NLRP3 yeast inh	hIAP activ	hIAP block
15	CCOc1ccc(NS(=O)(=O)c2ccc(NC(=S)NC(=O)C(C)C)cc2)cc1	-11	-16	6	7	22	0.94	28	1.1	-11
22	CN(C)S(=O)(=O)c1ccc(C(=O)Nc2nnc(SCc3ccccc3)s2)cc1	-1	4	5	-2	13	0.95	4	0.86	14
24	C=CCNc1sc(C(=O)c2ccc(Br)s2)c(N)c1C#N	-8	0	8	-8	18	0.92	14	0.88	12
35	Cc1cc[n+](C2=C([O-])c3ccccc3C(=O)/C2=N\S(=O)(=O)c2cccs2)cc1C	1	-8	12	31	13	0.88	15	0.84	16
36	Cc1nc2ccc(S(=O)(=O)NCC(=O)N3CCc4ccccc4C3)cc2s1	13	-10	10	3	19	0.9	10	1.1	-6
41	CN(CC(=O)Nc1nccs1)S(=O)(=O)c1ccc(F)cc1	10	-4	0	-7	5	1	-1	0.9	10
43	COc1ccc(S(=O)(=O)N2CCOC23CCN(S(=O)(=O)c2cccs2)CC3)cc1	-2	-2	0	18	4	1	26	1	-1
56	CCSc1nnc(NC(=O)CSc2nc3c(c(=O)n2CC)SC(C)C3)s1 (centres undefined)	1	-4	0	10	-11	0.99	10	1.9	-91

# Compound activity deposited in PubChem by Sanford-Burnham Center for Chemical Genomics.
